NR2E3 ag-1: agonists of human nuclear receptor NR2E3 | 320,000 compounds, 0.12% hits | AID 2300 | inhibition of corepressor binding, % at 4.78 µM | GST-NR2E3/biotin-RetCOR TR-FRET, 1536-well;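 active = percent inhibition above the cutoff of mean plus 3 SD of all tested compounds, set per screening campaign, cut at about 20% in these data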;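 also: 0% = DMSO wells and 100% = biotin wells as full block of FRET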
Target sequence (Q9Y5X4 whole entry, looked up): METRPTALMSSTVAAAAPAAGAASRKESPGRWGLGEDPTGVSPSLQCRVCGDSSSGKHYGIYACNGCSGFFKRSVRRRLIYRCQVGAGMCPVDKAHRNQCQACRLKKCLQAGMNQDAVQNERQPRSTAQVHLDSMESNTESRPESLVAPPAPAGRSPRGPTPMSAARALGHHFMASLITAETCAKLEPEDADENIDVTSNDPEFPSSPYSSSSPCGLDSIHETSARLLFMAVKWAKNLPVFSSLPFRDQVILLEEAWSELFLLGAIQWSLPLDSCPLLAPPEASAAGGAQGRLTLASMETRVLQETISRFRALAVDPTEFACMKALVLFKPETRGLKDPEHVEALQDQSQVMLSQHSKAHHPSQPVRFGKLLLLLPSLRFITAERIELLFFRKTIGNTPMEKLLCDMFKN
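Material: NR2E3–RetCOR corepressor complex / Amount: 1.35 nM GST-NR2E3 / Medium: Tris pH 7.5 / Compound: single nominal compound dose of 4.8 µM / Incubation: 5 h at 4 °C / Technique: TR-FRET, Eu(K)-anti-GST donor, streptavidin-D2 acceptor, ex 340, em 617/671 nm / Read-out basis: percent loss of FRET ratio relative to control wells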
CF NFkB block: cystic fibrosis NF-kB activation inhibition | KKLEB NF-kB-GFP reporter, PAF-induced, GFP fluorescence overnight | inhibition, % at 5 µM | 360,000 compounds, 0.86% hits | AID 588850;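 active = at least 50% inhibition at 5 µM, scaled per plate between neutral and stimulator controls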;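 also: PAF is a Pseudomonas aeruginosa culture filtrate used as stimulus; plate controls were PAF-stimulated DMSO wells for no effect and unstimulated DMSO wells for full effect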
TROY NFkB inh: blocks TROY-dependent signaling in reporter cells | inhibition, % at 10 µM | AID 1347056 | 360,000 compounds, 0.98% hits | Q293 LMP1-TROYcd NF-kB luciferase reporter, 4 h;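 active = compounds whose plate-normalised and pattern-corrected inhibition of the luciferase reporter signal at the single screening dose is 50% or more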
Peg3 prom inh: reduces Peg3 promoter-driven luciferase expression in HeLa | HeLa PEG-Prom luciferase reporter, luminescence, overnight | inhibition, % at 20 µM | 360,000 compounds, 1.7% hits;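 active = inhibition of at least 50% at 20 µM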
KKLEB tox: reduces viability of KKLEB cystic fibrosis airway cells; KKLEB CF airway cells viability, ATPlite luminescence, overnight; active compounds read low; cells stimulated with P. aeruginosa culture filtrate; activity change (cytotoxicity), % at 5 µM; 360,000 compounds, 0.36% hits;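 active = corrected activity change at or below -50% at 5 µM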
Shn3 inh set2: inhibitors of Schnurri-3 3'UTR reporter in osteoblasts; Clone20 osteoblast Shn3 3'UTR firefly luciferase, 24 h; inhibition, % at 12.5 µM; 360,000 compounds, 0.52% hits; AID 588674;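 active = mean inhibition of at least 75% with every replicate also reaching 75%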;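 also: 0% = median of neutral control wells and 100% = pilot-screen positive control compound; some compounds past the cut are filed as inactive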
NR2E3 ag-2: human photoreceptor-specific nuclear receptor agonism; Q9Y5X4; CHO-S Gal4-NCOR/VP16-NR2E3 two-hybrid, luciferase; inhibition of corepressor binding, % at 3.98 µM; 360,000 compounds, 0.35% hits; AID 602229;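 active = inhibition above the mean of all tested compounds plus 3 SD, cut at about 70% in these data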;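 also: 0% = DMSO with NR2E3 transfected cells and 100% = cells lacking NR2E3 construct; higher means lower luciferase signal from less NR2E3 corepressor binding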
TRPM1 prom inh: MITF TRPM1 promoter inhibition in SK-MEL-5 cells; SK-MEL-5 TRPM1 promoter luciferase, 24 h; inhibition, % at 12.5 µM; 330,000 compounds, 0.83% hits;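 active = mean inhibition across replicates of 60% or more, whatever share of single replicates reaches that level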; also: values of inactives mirror those of a sister screen read the other way
TWEAK Fn14 block: blocks TWEAK-Fn14 interaction in a reporter cell assay; inhibition, % at 10 µM; AID 1159606; TWEAK-stimulated Fn14 reporter cells, luciferase luminescence, 8 h; 360,000 compounds, 2% hits; in the data active = inhibition above about 50%
HIF-2a inh: blocks HIF-2a reporter activity; 786-0 RCC cells HIF-2a reporter, luciferase luminescence, overnight; inhibition, % at 18.8 µM; 360,000 compounds, 0.72% hits; AID 624352;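 active = inhibition of the luminescence signal of 40% or more relative to plate controls, in a single-dose primary screen at 18.75 µM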
C8 TRAIL sens: caspase-8 TRAIL sensitization; AID 624354; inhibition (viability loss, TRAIL sensitization), % at 10 µM; 360,000 compounds, 1% hits; NB7+C8 cells + TRAIL, ATPlite viability luminescence;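 active = compounds causing at least 50% loss of cell viability in the single-dose screen, relative to plate controls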
The depositor's hits bear a star; . = not tested or not shown. Not all compounds are listed; the hit share may differ from the screen's.

Field names – A = NR2E3 ag-1; B = CF NFkB block; C = TROY NFkB inh; D = Peg3 prom inh; E = KKLEB tox; F = Shn3 inh set2; G = NR2E3 ag-2; H = TRPM1 prom inh; I = TWEAK Fn14 block; J = HIF-2a inh; K = C8 TRAIL sens
CCSC1=NCCN1C(=O)c1ccc(S(=O)(=O)N(CC)CC)cc1
  A: 2	B: -8	C: 18	D: 11	E: 1	F: -3	G: -1	H: 4	I: 7	J: 11	K: -1

O=C(CSc1ccccc1)N1CCc2ccccc21
  A: 2	B: 7	C: -80	D: -231	E: -9	F: -65	G: -102	H: -51	I: -17	J: -228	K: 2

CCOc1ccc(NC(=O)CC2NCCNC2=O)cc1 (configuration not stated)
  A: 2	B: -17	C: -35	D: -20	E: 15	F: -6	G: -31	H: -1	I: -7	J: -30	K: 6

Cc1cc(/C=N/NC(=O)Cn2c3ccccc3c(=O)c3ccccc32)c(C)n1-c1ccccc1
  A: 2	B: 4	C: 7	D: -3	E: 14	F: 6	G: -37	H: 0	I: -15	J: 4	K: 11

O=C(NCCc1cscn1)C1CCC(=O)N(Cc2ccc(Cl)cc2)C1 (configuration not stated)
  A: 0	B: -2	C: -15	D: 11	E: 0	F: 1	G: -11	H: -16	I: 3	J: 5	K: 5

O=C(NN=C1CCCC1)c1ccc([N+](=O)[O-])cc1
  A: 7	B: 3	C: 0	D: -1	E: 2	F: -7	G: -10	H: 0	I: 6	J: 13	K: -5

CN(C)S(=O)(=O)c1ccc2oc(SCC(N)=O)nc2c1
  A: 7	B: 8	C: -2	D: -11	E: -2	F: 4	G: 1	H: 9	I: 6	J: 7	K: 6

Cc1ccc2[nH]c3c(=O)n(Cc4ccco4)cnc3c2c1
  A: 4	B: 11	C: -6	D: -6	E: 4	F: 7	G: -31	H: 1	I: 2	J: -17	K: 2

c1ccc(NN(Cc2ccncc2)c2ccccc2)cc1
  A: .	B: 23	C: 15	D: 7	E: -16	F: -10	G: -8	H: .	I: 7	J: 0	K: 12

COc1ccc([C@H]2/C=C\CN(C(=O)C3CCCC3)[C@@H](C)C(=O)N2Cc2ccc(F)cc2)cc1
  A: 1	B: 29	C: 2	D: 18	E: -29	F: 17	G: 28	H: 3	I: -8	J: 5	K: 2

Nc1cc([N+](=O)[O-])ccc1O
  A: 1	B: -17	C: 7	D: -4	E: 0	F: -3	G: 18	H: 5	I: 0	J: 9	K: 11

CC(NC(=O)CN1CCc2ccccc21)c1ccccc1 (configuration not stated)
  A: 4	B: -12	C: 20	D: 12	E: 15	F: 7	G: -3	H: -14	I: 4	J: 15	K: -5

O=C(Nc1cccc(F)c1)Nc1ccc(Cl)cn1
  A: 1	B: -14	C: -50	D: -183	E: -1	F: -23	G: -30	H: -67	I: 2	J: -239	K: 1

O=S(=O)(Nc1ccc(Cl)cc1)c1cccc2cccnc12
  A: 3	B: 3	C: 12	D: 21	E: 6	F: 17	G: -2	H: -30	I: 21	J: 11	K: -2

CCCCn1nnnc1C(c1ccccc1)N1CCN(c2ccc(OC)cc2)CC1 (configuration not stated)
  A: .	B: .	C: -12	D: .	E: .	F: .	G: -10	H: .	I: 6	J: -13	K: -17

COc1cc(CNc2ncnc3c2ncn3[C@H]2CN(Cc3cc(OC)c(OC)c(OC)c3)C[C@@H](CO)O2)cc(OC)c1OC
  A: .	B: -18	C: -9	D: -13	E: 8	F: 12	G: -15	H: .	I: -8	J: 2	K: -9

O=C(CSc1nn(-c2ccc(F)cc2)c(=S)s1)NCC1CCCO1 (configuration not stated)
  A: 0	B: -3	C: 14	D: 5	E: 13	F: -7	G: 8	H: 4	I: 2	J: 12	K: 1

Cc1cnc(C(=O)Nc2ccccc2-c2nnn(CC(=O)NC3CCCC3)n2)cn1
  A: -1	B: 8	C: 1	D: 15	E: -4	F: -1	G: 2	H: 8	I: -9	J: 11	K: -16

C=CCOc1ccc(C(=O)Nc2ccc3c(c2)n(C)c(=O)n3C)cc1
  A: .	B: -23	C: -4	D: -20	E: -3	F: -13	G: -14	H: -5	I: -9	J: -49	K: -6

CCC(C)N1C(=O)c2ccccc2C1C(=O)NC1CCCCCC1 (configuration not stated)
  A: 2	B: -1	C: -1	D: 24	E: 5	F: -24	G: -12	H: -7	I: -3	J: -3	K: -27

O=C(CN1CCCN(Cc2ccc(F)cc2Cl)C1=O)NC1CCCCCCC1
  A: 4	B: 4	C: 0	D: 16	E: -20	F: 2	G: 13	H: 11	I: 7	J: -5	K: 3

CCCOc1cccc(C2/C(=C(/O)c3ccccc3)C(=O)C(=O)N2CCN(C)C)c1 (configuration not stated)
  A: .	B: 6	C: -39	D: 19	E: 3	F: -21	G: 1	H: -12	I: 2	J: 8	K: 7

COc1ccc(CCCN2CCC(CN3C(=S)NC[C@@H]3Cc3ccccc3)CC2)cc1OC
  A: .	B: -9	C: -12	D: -25	E: -5	F: 1	G: -7	H: -2	I: 1	J: -8	K: -7

CC1C(c2ccccc2)N(C)C(c2ccccc2)C(C)C1(O)C#Cc1ccccc1 (configuration not stated)
  A: -1	B: 25	C: 2	D: 62*	E: -18	F: 3	G: -3	H: 6	I: 10	J: 0	K: 19

CC1CC(=O)Nc2ccccc2N1S(=O)(=O)c1cccc(Cl)c1 (configuration not stated)
  A: 1	B: -10	C: -11	D: -2	E: 11	F: -18	G: -18	H: 16	I: 8	J: 2	K: -2

C=CCSc1nnc(-c2c[nH]c3ccccc23)n1CCOC
  A: -3	B: -1	C: -6	D: -10	E: 4	F: 4	G: 0	H: -3	I: 23	J: -4	K: 3

CCN(CC)C(=O)c1[nH]cnc1C(=O)Nc1ccc(C)cc1
  A: 1	B: 6	C: -2	D: 5	E: -6	F: 2	G: -11	H: 2	I: -11	J: 2	K: -11

c1ccc(CNc2cncnc2)cc1
  A: 3	B: -1	C: 0	D: -1	E: -1	F: -15	G: 2	H: .	I: 9	J: 20	K: -4

O=C(COc1ccc(Cl)cc1)NCc1nnc(SCC(=O)Nc2ccccc2F)o1
  A: -1	B: -22	C: 17	D: -6	E: -2	F: 6	G: -7	H: -5	I: -10	J: 19	K: -12

O=C(Nc1ccc(Cl)cc1)[C@@H]1[C@@H]2C(=O)N(c3ccc4ccccc4c3)C(=O)[C@@H]2[C@H]2C=CC=NN21
  A: -2	B: -12	C: 4	D: -10	E: 9	F: -3	G: -20	H: 21	I: -4	J: -16	K: 3

An excerpt of these results, with values under each structure:
Each structure is followed by: NR2E3 ag-1 | CF NFkB block | TROY NFkB inh | Peg3 prom inh | KKLEB tox | Shn3 inh set2 | NR2E3 ag-2 | TRPM1 prom inh | TWEAK Fn14 block | HIF-2a inh | C8 TRAIL sens
O=S(=O)(Nc1ccc(Cl)cc1)c1cccc2cccnc12
  3 | 3 | 12 | 21 | 6 | 17 | -2 | -30 | 21 | 11 | -2
CCCCn1nnnc1C(c1ccccc1)N1CCN(c2ccc(OC)cc2)CC1 (configuration not stated)
  . | . | -12 | . | . | . | -10 | . | 6 | -13 | -17
COc1cc(CNc2ncnc3c2ncn3[C@H]2CN(Cc3cc(OC)c(OC)c(OC)c3)C[C@@H](CO)O2)cc(OC)c1OC
  . | -18 | -9 | -13 | 8 | 12 | -15 | . | -8 | 2 | -9

Carrying on.
Field names – A = NR2E3 ag-1; B = CF NFkB block; C = TROY NFkB inh; D = Peg3 prom inh; E = KKLEB tox; F = Shn3 inh set2; G = NR2E3 ag-2; H = TRPM1 prom inh; I = TWEAK Fn14 block; J = HIF-2a inh; K = C8 TRAIL sens
CCC(=O)Nc1ccc2c(c1)ncn2CCc1ccccc1
  A: 1	B: -20	C: -19	D: -45	E: 6	F: -44	G: -19	H: -15	I: -4	J: -68	K: -5

CCN(CC)c1ccc(N=CN2CCOCC2)cc1
  A: -1	B: 0	C: -21	D: -10	E: -2	F: -4	G: 2	H: 0	I: -1	J: -18	K: 6

Cc1cc(C)cc(-n2ncc3c2CCCC3NC(=O)c2cc(C)n(C)n2)c1 (configuration not stated)
  A: 0	B: -4	C: -2	D: -39	E: -19	F: 12	G: -17	H: 5	I: -13	J: -61	K: 17

COc1ccc(NC(=O)c2cncc(Br)c2)cc1S(=O)(=O)N1CCCCC1
  A: -1	B: 11	C: 27	D: 24	E: 10	F: 27	G: -11	H: -3	I: 1	J: 19	K: -2

COCCNC(=S)Nc1ccc2nsnc2c1
  A: -4	B: 1	C: -62	D: -67	E: -7	F: -2	G: -37	H: 7	I: -1	J: -134	K: 0

COc1ccccc1COC(=O)Nc1c(C)nn(C)c1Cl
  A: 3	B: 7	C: -7	D: -5	E: -12	F: 0	G: 3	H: 5	I: 7	J: -7	K: -12

CN(C)c1ccc(CNCCC(Cc2ccccc2)c2ccco2)cc1 (configuration not stated)
  A: 1	B: -17	C: 8	D: 50*	E: 0	F: 56	G: 13	H: 0	I: 1	J: 5	K: 1

COc1ccc(CNC(=O)OC2CC3CC2[C@H]2CCCCN2C3=O)cc1 (some centres not stated)
  A: .	B: .	C: -6	D: .	E: .	F: .	G: -16	H: .	I: 23	J: -3	K: 8

COc1ccccc1-n1c(=O)c(C#N)c(-c2ccc([N+](=O)[O-])cc2)c2cc(C(=O)c3cc(F)ccc3O)cnc21
  A: 4	B: 10	C: 8	D: 0	E: -8	F: 13	G: -9	H: 5	I: 1	J: 15	K: -4

CCCCc1n[nH]c(=S)n1Cc1ccc(Cl)cc1
  A: -1	B: 12	C: 7	D: 18	E: 0	F: 2	G: -7	H: 0	I: 5	J: 14	K: 2

O=S(=O)(c1ccc(F)c(F)c1F)N1CCN(C(=S)NCc2ccccc2)CC1
  A: 2	B: -6	C: -13	D: 17	E: 2	F: -3	G: -2	H: 12	I: 1	J: 12	K: 6

CCOC(=O)CSCC(=O)Nc1cc(C)ccc1C
  A: 9	B: -30	C: -3	D: -2	E: 4	F: 7	G: -2	H: -7	I: -9	J: -1	K: 4

Complete entries from above. Order of values: NR2E3 ag-1	CF NFkB block	TROY NFkB inh	Peg3 prom inh	KKLEB tox	Shn3 inh set2	NR2E3 ag-2	TRPM1 prom inh	TWEAK Fn14 block	HIF-2a inh	C8 TRAIL sens
CCN(CC)c1ccc(N=CN2CCOCC2)cc1 is listed with -1	0	-21	-10	-2	-4	2	0	-1	-18	6
COc1ccccc1-n1c(=O)c(C#N)c(-c2ccc([N+](=O)[O-])cc2)c2cc(C(=O)c3cc(F)ccc3O)cnc21 is listed with 4	10	8	0	-8	13	-9	5	1	15	-4
O=S(=O)(c1ccc(F)c(F)c1F)N1CCN(C(=S)NCc2ccccc2)CC1 is listed with 2	-6	-13	17	2	-3	-2	12	1	12	6
Cc1cc(C)cc(-n2ncc3c2CCCC3NC(=O)c2cc(C)n(C)n2)c1 (configuration not stated) is listed with 0	-4	-2	-39	-19	12	-17	5	-13	-61	17
